Source: PubChem (National Center for Advancing Translational Sciences (NCATS))
FLuc counter – qHTS profiling assay for firefly luciferase inhibitor/activator using purifed enzyme and Km concentrations of substrates (counterscreen for miR-21 project) | Luciferin 4-monooxygenase (Photinus pyralis), P08659 | purified FLuc, Km substrates, luminescence inhibition | Potency, µM (series often up to 57.5 µM), for inactives: top-dose activity change, negative = inhibition, most hits filed as inhibitors | actives 6.9% (n = 360,000) | AID 588342, 2011;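 also: plate controls were vehicle for no effect and reference inhibitor for full effect; nearly all actives have a fitted effect of over 55% in size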
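Biochemical qHTS of compounds, final roughly 60 µM downward over six points, against 10 nM purified firefly luciferase using Km concentrations of substrates (10 uM D-luciferin, 10 uM ATP) in Tris acetate pH 7.5 buffer; luminescence output.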
p53 reactivation – qHTS assay for re-activators of p53 using a Luc reporter. Potency, µM (titrated, usually from 92.2 µM), inactives show at the highest dose activity change, positive = activation, most hits filed as activators. H1299 p53-A138V BP100-luciferase reporter, luminescence, 24 h. actives 0.063% (n = 320,000); also: % of control where 0% means no effect; nearly all actives have a fitted effect of over 45% in size
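H1299 (p53-null), stable ts p53-A138V + BP100-Luc; 1000 cells/well, Opti-MEM/10% FBS; cpd 4 pt, 1:5; 24 h, 37 deg C, 5% CO2; detection reagent 10 min RT; luminescence.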
BRCA1 expr up – qHTS Assay to Identify Small Molecule Activators of BRCA1 Expression | MCF7-BRCA1-FFLuc reporter, luminescence, 48 h; response scale: scaled: vehicle 0%, 10 µM genistein 100% | Potency, µM (titrated, usually from 46.1 µM), for inactives: at the highest dose activation, actives largely listed as activators | actives 1.1% (n = 380,000) | AID 624202, 2012; also: nearly all actives have a fitted effect of over 80% in size; some results filed as inactive show a strong effect at the top dose
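Reporter cells (MCF7, BRCA1 promoter-firefly luciferase) received library compounds across a concentration series for 48 h. End-point luminescence was measured and concentration-effect curves derived after normalization.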
CXXC DNA block – qHTS Fluorescence Polarization Assay for Inhibitors of MLL CXXC domain - DNA interaction; Potency, µM (series often up to 115 µM), for the others: at the highest dose activity change, negative = inhibition, hits mostly inhibitors; MLL-CXXC / FITC-HOXA9 DNA fluorescence polarization; actives 0.037% (n = 290,000); active = well fitted inhibition curve with a large enough effect in the polarisation, with a control signal flat, not every such curve was filed as active; inconclusive = small, poorly fitted or top-dose-only effect, or effect the other way, or a change in a side signal; inactive = no such curve, though single readings can be large or run the other way; the % refers to the polarisation
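Steps: dispense CXXC domain solution (7 uM) → pin compounds or unlabeled HOX-A9 DNA control → 5 min ambient → add FLSN-HOX-A9 solution (50 nM) → spin → 30 min ambient → fluorescence polarization. Tris pH 7.5/NaCl/DTT/BSA buffer.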
ELG1 genotoxic – qHTS screen for small molecules that induce genotoxicity in human embryonic kidney (HEK293T) cells expressing luciferase-tagged ELG1; HEK293T ELG1-luciferase reporter, luminescence, 16 h; Potency, µM (top dose mostly 46 µM), for inactives: at the highest dose activity change, positive = activation, actives largely listed as activators; actives 1.3% (n = 330,000); also: % of control where 0% means no effect; nearly all actives have a fitted effect of over 60% in size
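Screening used a luciferase reporter fused to human ELG1 in HEK293T cells. Luminescence was read on a CCD plate imager after 16 hr exposure and 30 min ONE-Glo incubation.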
MBNL1-CUG inh – qHTS Assay for Inhibitors of MBNL1-poly(CUG) RNA binding. Muscleblind-like protein 1 (Homo sapiens), Q9NR56. TR-FRET MBNL1-His/biotin-(CUG)12 binding, 665/545 ratio. Potency, µM (top dose mostly 57.5 µM), for inactives: at the top dose activity change, negative = inhibition, usual class: inhibitors. actives 0.036% (n = 280,000); active = well fitted inhibition curve with a large enough effect in the signal ratio, with a control signal flat, not every such curve was filed as active; inconclusive = small, poorly fitted or top-dose-only effect, or effect the other way, or a change in a side signal; inactive = no such curve, though single readings can be large or run the other way; the % refers to the signal ratio; also: % is scaled to controls: 0 for no effect and ±100 for the full control effect
Target sequence (Q9NR56 whole entry, looked up): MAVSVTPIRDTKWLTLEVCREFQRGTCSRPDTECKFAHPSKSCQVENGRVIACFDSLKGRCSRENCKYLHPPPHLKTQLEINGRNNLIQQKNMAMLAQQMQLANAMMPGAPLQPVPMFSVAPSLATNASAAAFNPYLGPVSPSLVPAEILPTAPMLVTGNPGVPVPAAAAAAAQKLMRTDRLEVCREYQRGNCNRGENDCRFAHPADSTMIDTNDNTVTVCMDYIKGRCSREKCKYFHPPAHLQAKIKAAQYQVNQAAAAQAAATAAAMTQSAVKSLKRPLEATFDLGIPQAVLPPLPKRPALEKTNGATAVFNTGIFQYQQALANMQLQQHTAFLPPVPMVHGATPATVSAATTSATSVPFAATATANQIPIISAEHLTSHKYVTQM
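His-tagged MBNL1 binding to biotinylated (CUG)12 RNA was measured by TR-FRET using terbium anti-His antibody (0.055 ng/ul final) and streptavidin-XL665 (5 nM final). Compounds were titrated 92 nM to 58 uM; 60 min at room temperature.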
NPC1 promoter act – qHTS Assay for NPC1 Promoter Activators. Potency, µM (doses to about 9.22 µM), for inactives: top-dose activation, actives largely listed as activators. actives 2.4% (n = 320,000). Huh7 NPC1 promoter luciferase reporter, 24 h. AID 485313, 2010;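 also: % of control where 0% means no effect; nearly all actives have a fitted effect of over 60% in size; reporter is driven by a mutant NPC1 promoter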
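Stable NPC1-promoter luciferase Huh7 line; cpd (DMSO) 24 h, 37 °C, 5% CO2; Amplite luciferase reagent 10 min RT; luminescence readout. qHTS format.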
uPA generation – qHTS for Inhibitors of Cell Surface uPA Generation | cell surface uPA generation assay, qHTS | Potency, µM (titrated, usually from 38.3 µM), inactives show top-dose activity change, negative = inhibition, usual class: inhibitors | actives 0.31% (n = 330,000); active = well fitted inhibition curve with a large enough effect; inconclusive = small, poorly fitted or top-dose-only effect; inactive = no such curve, though single readings can be large or run the other way; tested in mouse RAW 264.7 cells; also: % is scaled to controls: 0 for no effect and ±100 for the full control effect; nearly all actives have a fitted effect of over 55% in size
Rab9 promoter act – qHTS Assay for Rab9 Promoter Activators; Huh7 Rab9 promoter-luciferase reporter, luminescence, 24 h; Potency, µM (highest dose often 9.22 µM), inactives show at the top dose activation, negative = inhibition, usual class: activators; actives 2.8% (n = 320,000); also: % of control where 0% means no effect; nearly all actives have a fitted effect of over 60% in size
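Rab9 promoter-driven luciferase in stably transfected Huh7 cells; 1500 cells/well rested 2 h, exposed to compound in DMSO for 24 h at 37 °C, 5% CO2. Luminescence read 10 min after adding luciferase reagent at ambient temperature.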
VP16 counter – VP16 counterscreen qHTS for inhibitors of ROR gamma transcriptional activity; Drosophila S2 Gal4-VP16 UAS-luciferase, luminescence, 20 h; Potency, µM (titrated, usually from 53.6 µM), for the others: top-dose activity, negative = inhibition, hits mostly inhibitors; actives 3.5% (n = 310,000);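 also: Gal4-VP16 expression switched on by copper sulfate through the metallothionein promoter; % is scaled to controls: 0 for no effect and ±100 for the full control effect; nearly all actives have a fitted effect of over 50% in size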
RORg inh – qHTS for inhibitors of ROR gamma transcriptional activity; Nuclear receptor ROR-gamma (Mus musculus), P51450; Drosophila S2 Gal4-RORgamma UAS-luciferase reporter, 20 h; Potency, µM (top dose mostly 53.6 µM), without a hit: at the top dose activity change, negative = inhibition, actives largely listed as inhibitors; actives 5.4% (n = 310,000); also: % is scaled to controls: 0 for no effect and ±100 for the full control effect; nearly all actives have a fitted effect of over 60% in size
Target sequence (P51450 whole entry, looked up, the tested form may be a part): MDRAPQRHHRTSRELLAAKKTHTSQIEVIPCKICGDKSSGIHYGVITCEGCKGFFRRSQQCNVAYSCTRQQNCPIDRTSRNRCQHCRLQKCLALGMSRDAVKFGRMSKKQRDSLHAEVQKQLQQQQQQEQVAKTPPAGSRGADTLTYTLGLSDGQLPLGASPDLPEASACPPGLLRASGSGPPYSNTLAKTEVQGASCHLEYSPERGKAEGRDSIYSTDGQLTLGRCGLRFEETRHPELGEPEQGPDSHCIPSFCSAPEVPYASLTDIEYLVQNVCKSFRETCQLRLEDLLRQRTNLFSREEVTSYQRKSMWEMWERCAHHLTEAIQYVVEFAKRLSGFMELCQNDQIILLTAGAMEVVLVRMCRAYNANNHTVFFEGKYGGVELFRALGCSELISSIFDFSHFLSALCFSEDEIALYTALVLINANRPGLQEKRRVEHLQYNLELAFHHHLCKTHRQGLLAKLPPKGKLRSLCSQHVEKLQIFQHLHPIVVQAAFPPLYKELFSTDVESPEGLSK
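Compounds are pin-transferred onto Drosophila Schneider cells expressing a copper-inducible Gal4–ROR gamma transactivation domain fusion. After 1 hr, copper sulfate is added to 700 uM final; luciferase is read 20 hr later.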
Active calls of the source: *; u = inconclusive; x = not tested or not shown; [ ] = another dose, or the depositor's remark. Unless noted, calls follow the shape of the dose curve; as a rule, active = well fitted curve in the direction sought with a large enough effect; inconclusive = small, poorly fitted or top-dose-only effect, or another doubt; inactive = no such curve, though single readings can be large; an effect the other way counts as inactive or inconclusive. Potency is read from the fitted curve at half-maximal effect.

Every second line gives: FLuc counter	p53 reactivation	BRCA1 expr up	CXXC DNA block	ELG1 genotoxic	MBNL1-CUG inh	NPC1 promoter act	uPA generation	Rab9 promoter act	VP16 counter	RORg inh
- O=C(NCc1ccccc1)C12CN(Cc3ccccc3)CC1C(c1ccc([N+](=O)[O-])cc1)=NO2 (configuration not stated)
→ 0%	4%	-10%	0%	-1%	u	0%	11%	-3%	13%	44%
- CC1CCc2cc(F)cc3c(O)c(C(=O)NCC4CCCO4)c(=O)n1c23 (configuration not stated)
→ 3%	-4%	-61%	-6%	-17%	0%	3%	0%	-5%	u	u
- C=CCCC(=O)N1CCC(Oc2cccc(C(=O)NCc3ccccn3)c2)CC1
→ 3%	3%	1%	3%	-9%	-2%	0%	9%	2%	-7%	-36%
- CC(C)N(Cc1nc(-c2ccccc2)no1)C(=O)C(Cl)(Cl)Cl
→ -3%	-2%	16%	1%	-3%	-5%	-1%	-18%	1%	-15%	27%
- CC(C)c1ccc(/C=C/c2ccc(=O)n(C)n2)cc1
→ 4.8µM*	7%	u	17%	10µM*	u	2.2µM*	-16%	1.8µM*	-11%	-14%
- CCC(=O)N1N=C(c2ccc(C)cc2)CC1c1ccco1 (configuration not stated)
→ u	4%	36%	2%	5%	-5%	-4%	0%	2%	7%	19%
- Cc1ccc(NC(=S)c2nc3ccccc3[nH]2)cc1
→ 0.67µM*	13%	-36%	-26%	u	u	4µM*	-13%	0.63µM*	7.9µM*	3.2µM*
- CC(C)C[C@@H](C(=O)NCc1ccco1)N1C(=O)N2CCc3c([nH]c4ccccc34)[C@@]2(C)C1=O
→ 1%	x	-46%	-2%	-6%	-11%	-3%	-22%	-3%	-3%	u
- N[C@@H](CS(=O)O)C(=O)O
→ x	x	x	0%	x	x	1%[46.1 µM]	x	6%[46.1 µM]	-7%	-5%
- CCn1ccnc1CN(C)Cc1cn(-c2ccccc2)nc1-c1ccc(OC)cc1F
→ -7%	1%	0%	-34%	-2%	-2%	-3%	3%	-5%	u	3.5µM*
- COc1cc(/C=C/C(=O)OCC(=O)NC(=O)NC(C)C)cc(OC)c1OC
→ -2%	0%	12%	-3%	15%	u	-10%	-7%	5%	2%	15%
- O=C(Nc1cc(Cl)ccc1Cl)C1CC(=O)N(c2ccccc2)C1 (configuration not stated)
→ 8%	6%	0%	5%	-1%	5%	-6%	6%	-4%	0%	-34%
- Cc1cc(C)c2c(N)c(S(=O)c3ccc(C(C)(C)C)cc3)sc2n1 (configuration not stated)
→ -12%	15%	-27%	5%	-6%	-4%	-2%	-5%	-6%	-1%	0%
- Cc1[nH]n(-c2ccccc2)c(=O)c1/C=N/N(C)c1ccccc1
→ u	9%	-13%	-2%	-5%	7%	0%	2%	-3%	u	7.9µM*
- COC(=O)CSc1nnc(-c2ccc3c(c2)OCO3)n1C
→ -2%	-2%	1%	2%	4%	-7%	-1%	3%	3%	2%	-23%
- O=C(CCn1cccc1)Nc1nccs1
→ -1%	2%	-1%	1%	-1%	1%	-5%	2%	-6%	-2%	3%
- Cc1nc(SCC(=O)Nn2c(-c3ccccc3)nc3ccccc3c2=O)n[nH]1
→ -1%	x	3%	17%	-2%	5%	-1%	7%	-2%	-8%	3%
- O=C1NN(c2ccccc2)C(=O)/C1=C\c1coc2ccc(O)cc2c1=O
→ u	22%	-17%	-2%	2%	7%	-6%	u	-3%	1%	-28%
- CSc1cccc(N2CC(C(=O)Nc3cccc(S(=O)(=O)N4CCCC4)c3)CC2=O)c1 (configuration not stated)
→ -8%	-5%	-11%	x	-13%	x	-1%	-7%	-4%	x	x
- CC(C)c1ccc2nc(N)sc2c1
→ 6.7µM*	17%	u	1%	-8%	5%	1.6µM*	-10%	2µM*	u	14%
- CC(=O)Nc1ccc(S(=O)(=O)Oc2cccc(/C=C3\SC(N)=NC3=O)c2)cc1
→ 1%	12%	-1%	27%	29%	9%	0%	2%	4%	16%	31%
- CN1CCN(S(=O)(=O)c2ccc3[nH]c(=O)oc3c2)CC1
→ 4%	6%	-11%	6%	-1%	2%	-2%	5%	-7%	-11%	-14%
- COCC1CCN(C(=O)C2CCN(c3nc(-c4ccccc4)nc4c3CCC4)CC2)C1 (configuration not stated)
→ 0%	-10%	-58%	8%	-13%	-2%	-1%	-5%	-2%	0%	6%
- CCC(C)(C)NC(=O)CN(CC1CCCO1)C(=O)CCC(=O)Nc1nccs1 (configuration not stated)
→ 2%	14%	-20%	-4%	-2%	16%	1%	3%	-3%	4%	-8%
- CC(C)OP(=O)(c1ccc(N(C)C)cc1)C(O)c1ccccc1F (configuration not stated)
→ -2%	-6%	1%	7%	1%	0%	-1%	x	1%	0%	-5%
- COc1ccccc1OCC(=O)Nc1cc(Cl)ccc1N1CCCCC1
→ x	1%	-47%	x	-4%	x	-1%	12%	-1%	x	x
- CC(C)c1ccc(C2c3[nH]c4ccccc4c3C[C@H]3C(=O)N(c4ccccc4C(=O)N4CCC[C@H]4C(=O)O)C(=O)N23)cc1 (some centres not stated)
→ 4%	x	3%	-2%	1%	0%	1%	6%	-5%	-5%	u
- Cc1cccc(N2C(=O)CS/C2=N\NC(=O)c2cccnc2)c1C
→ -2%	-4%	0%	u	0%	-5%	-2%	5%	-1%	-5%	-4%
- CC12CCC(C(=O)N3CCCc4ccccc43)(OC1=O)C2(C)C (configuration not stated)
→ 0%	4%	31%	-1%	-1%	9%	-2%	4%	-4%	2%	1%
- COCCNC(=O)C(OC(=O)c1cc2oc(C)cc2n1C)C(C)C (configuration not stated)
→ 5%	-5%	-14%	17%	-1%	3%	-1%	1%	-5%	-8%	0%
- N#Cc1ccccc1S(=O)(=O)N1CCN(CC(=O)Nc2ccnn2C2CCCC2)CC1
→ 3%	1%	-24%	x	-1%	x	-2%	-2%	-5%	x	x
- COC(=O)c1c(C)oc(C)c1S(=O)(=O)NCc1ccc(Cl)cc1
→ 0%	0%	4%	2%	-5%	-6%	-2%	-2%	0%	-6%	3%
- Cn1c(=O)c2c(nc(NCc3ccc4c(c3)OCO4)n2Cc2ccccc2F)n(C)c1=O
→ 7%	-1%	-40%	14%	-3%	-7%	0%	-10%	3%	18µM*	1%
- CCC(C)NC(=O)CCS(=O)(=O)c1ccc2c(c1)n(C)c(=O)c(=O)n2C (configuration not stated)
→ 1%	-1%	-13%	3%	-11%	u	-1%	7%	0%	0%	19%
- COc1ccccc1C(=O)NCCC(=O)NCCc1ccccc1
→ 4%	-1%	41%	-24%	14%	-7%	-1%	1%	-4%	2%	-1%
- Cc1ccc(Nc2nnc(SCC(=O)c3c(N)n(C4CC4)c(=O)[nH]c3=O)s2)cc1C
→ 0.76µM*	u	58%	x	-1%	x	12%	u	2%	x	x
- COc1ccc(OC)c(CN2CCC(C(=O)N(C)CCc3ccc(OC)c(OC)c3)CC2)c1
→ 1%	0%	-27%	-2%	1%	-27%	1%	-11%	-11%	1%	3%
- Cc1ccc(/C=C/C2=NN(Cc3ccccc3Cl)C(=O)CC2)cc1
→ -1%	-5%	-31%	5%	-2%	4%	1%	6%	-1%	-4%	4%
- CCOc1ccc(/C=C/C(=O)N(CC)CC(=O)Nc2ccc3c(c2)OCCO3)cc1OC
→ -14%	-10%	3%	x	4%	x	1%	0%	0%	x	x
- S=C(NCc1cccs1)Nc1ccccc1
→ 5%	23%	22%	-1%	-2%	-3%	-3%	-3%	-3%	u	10µM*
- O=C(NCc1ccc(Cl)cc1)c1cc(=O)[nH]c2ccc(S(=O)(=O)N3CCOCC3)cc12
→ 1%	0%	-5%	10%	9%	-9%	-3%	6%	2%	-2%	-1%

This is a subset; count on the stated rates, not on these rows.
